RAD52 inh – blocks human RAD52 DNA annealing. P43351. recombinant RAD52 DNA annealing, FRET fluorescence. inhibition, % at 18.7 µM. 360,000 tested, 0.46% active;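 active means every replicate showing at least 50% inhibition; inconclusive means mean inhibition at least 50% but not in every replicate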
miR-122 sensor – inhibitors of miR-122 in Huh7 cells | Huh7 miR-122 Renilla luciferase sensor, 48 h; neutral wells = 0, positive control = 100 | activation (reporter increase), % at 12.5 µM | 340,000 tested, 0.3% active;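 active means mean replicate activation score at least 90 and every replicate individually at or above 90; inconclusive means only one of the two criteria met; inactive means neither criterion met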;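 further: higher luciferase means less miR-122 activity so hits act as miR-122 inhibitors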
ERAP1 HTS inh – inhibitors of human ERAP1 aminopeptidase; Q9NZ08; recombinant ERAP1, Leu-AMC fluorescence, 60 min; inhibition, % at 10.7 µM; 340,000 tested, 0.15% active; AID 652197;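 active means mean replicate inhibition of at least 30%, or all replicates individually reaching that 30% level; inactive means mean below 30% and not every replicate reaching it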;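 further: 0% = neutral control wells and 100% = L-leucinethiol positive control wells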
Target sequence (Q9NZ08 whole entry, looked up): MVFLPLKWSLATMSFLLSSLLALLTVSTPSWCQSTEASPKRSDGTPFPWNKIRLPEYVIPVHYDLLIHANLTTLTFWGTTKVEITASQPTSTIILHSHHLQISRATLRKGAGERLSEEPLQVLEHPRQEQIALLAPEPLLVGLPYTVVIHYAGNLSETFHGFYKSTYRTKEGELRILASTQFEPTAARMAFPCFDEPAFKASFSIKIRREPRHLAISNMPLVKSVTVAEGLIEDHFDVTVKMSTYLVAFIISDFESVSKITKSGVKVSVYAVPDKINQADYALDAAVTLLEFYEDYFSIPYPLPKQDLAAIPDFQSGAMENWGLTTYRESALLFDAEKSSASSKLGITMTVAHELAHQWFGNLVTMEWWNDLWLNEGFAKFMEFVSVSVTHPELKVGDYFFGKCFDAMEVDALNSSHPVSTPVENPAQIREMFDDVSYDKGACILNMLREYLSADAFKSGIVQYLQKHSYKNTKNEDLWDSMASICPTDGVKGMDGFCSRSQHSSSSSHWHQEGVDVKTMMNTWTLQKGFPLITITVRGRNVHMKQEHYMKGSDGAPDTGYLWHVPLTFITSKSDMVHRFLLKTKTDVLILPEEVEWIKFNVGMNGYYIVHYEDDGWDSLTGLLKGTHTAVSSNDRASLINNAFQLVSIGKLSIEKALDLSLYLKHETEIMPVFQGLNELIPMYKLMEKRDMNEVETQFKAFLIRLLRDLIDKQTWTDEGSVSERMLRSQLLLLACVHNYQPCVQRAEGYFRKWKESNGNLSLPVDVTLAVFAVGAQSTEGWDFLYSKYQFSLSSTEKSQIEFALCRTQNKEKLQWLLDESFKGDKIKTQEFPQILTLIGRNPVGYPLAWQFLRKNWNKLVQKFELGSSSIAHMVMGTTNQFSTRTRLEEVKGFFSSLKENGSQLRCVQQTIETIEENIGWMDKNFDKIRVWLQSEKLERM
PGC1a acetyl inh – PGC1a acetylation modulation, inhibitor mode | inhibition, % at 15.6 µM | 350,000 tested, 0.17% active | AID 651687 | U2OS PGC1a acetylation, AlphaScreen anti-acetyl-lysine; with virally co-expressed GCN5 acetyltransferase;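 active means every replicate shows inhibition of at least 40%; inconclusive means mean inhibition at least 40% but some replicate below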;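 further: 0% = neutral control wells and 100% = positive control wells; some results beyond the cut were filed as inactive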
RAD54 branch – RAD54 (human) branch migration inhibition; Q92698; RAD54 Holliday junction branch migration, FAM/BHQ fluorescence; inhibition, % at 10.4 µM; 360,000 tested, 0.14% active; AID 602329;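 active means mean normalized replicate activity at least 40 and at least half of replicates scoring 40 or more; inconclusive means only one of the two criteria met; inactive means mean below 40 and under half of replicates reaching 40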;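 further: 0% = median of neutral control wells and 100% = median of positive control wells; inhibitors cause a drop in the FAM fluorescence signal; in these data hits start at about 50%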
PglD DTNB – inhibitors of Campylobacter jejuni PglD acetyltransferase | purified PglD enzyme, DTNB colorimetric CoA detection | inhibition, % at 12.5 µM | 360,000 tested, 0.098% active | AID 602405; in the data active means inhibition above about 16%, passing the limit was not always enough; inconclusive means no clear call, values can overlap the other calls; further: strong numbers were not always called active
Cneo AK release – causes C. neoformans cell lysis | lysis activity, % at 15 µM | 360,000 tested, 0.2% active | adenylate kinase release luminescence, 4 h; normalised: neutral wells 0, clomiphene wells 100;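 active means mean lysis activity across replicates of at least 80%, whatever share of replicates individually reach that level; inactive means mean lysis activity below 80%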
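Signal: Adenylate kinase release luminescence | Assay system: Log-phase Cryptococcus neoformans yeast cells | Input: Cells at 5 × 10^6 per mL | Buffer or medium: Fresh YPD growth medium | Compound: Single dose | Schedule: Static 4 h at 37 °C with compound, 1 h detection | Controls: Clomiphene | Read-out: Luminescence rise reflecting yeast cell lysis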
E-sel inducer – E-selectin induction on HUVECs; HUVEC E-selectin immunofluorescence imaging; normalized: neutral wells 0, TNF-alpha wells 100; AID 686992; P16581; activation, % at 7.58 µM; 260,000 tested, 0.37% active;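 active means mean E-selectin-positive cell signal at least 10% of the positive control, reached in at least 60% of replicates, without over 20% cell loss; inconclusive means no rule given, readout overlaps actives, possibly toxicity-flagged; inactive means the rest, including those meeting only one limit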;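 further: in these data hits start at about 27%; measured in HUVEC primary endothelial cells; signal is the percent of cells scored E-selectin positive by PE staining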
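material = human umbilical vein endothelial cells (HUVEC), E-selectin induction | quantity = 3,000 cells/well | medium = EGM-2 growth medium on 0.1% gelatin-coated wells | technique = immunofluorescence imaging | read-out basis = % PE-positive cells | control set = TNF-alpha positive control, DMSO neutral control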
An asterisk follows results filed as active; u = inconclusive; x = not tested or not shown; [ ] = another dose, or the depositor's remark. Outcome played no part in choosing rows (roughly 1.4% active in at least one column).

SMILES	RAD52 inh	miR-122 sensor	ERAP1 HTS inh	PGC1a acetyl inh	RAD54 branch	PglD DTNB	Cneo AK release	E-sel inducer
Cc1cc(NC(=O)CCC(=O)N(CC(C)C)C(C(=O)NC(C)(C)C)c2ccccc2Cl)no1 (stereo not given)	-13	x	0	x	-3	2	-3	x
COCC(=O)Nc1ccc2c(c1)C(=O)N(C)C[C@@H](OC)[C@@H](C)CN(C(=O)CC1CC1)[C@H](C)CO2	-9	4[16.7 µM]	-1	5	2	-3	1	0.0
COC(=O)c1ccn(CSc2cc(Cl)ccc2Cl)n1	10	x	1	x	0	1	2	0.6
CCCN(CCC)C(=O)C1CCCN(S(=O)(=O)c2ccc3c(c2)oc(=O)n3C)C1 (stereo not given)	-11	-4	0	1	-1	-2	5	-0.2
C[C@@H]1CN([C@H](C)CO)C(=O)c2cccc(NC(=O)Nc3ccc(C(F)(F)F)cc3)c2O[C@H]1CN(C)CC1CCCCC1	-12	61[16.7 µM]	2	5	2	-1	0	0.2
CCN(CC)S(=O)(=O)c1csc(C(=O)NCc2ccccc2)c1	x	10	x	-18	-6	-6	0	x
COc1ccc(NC(=O)c2cc3ccccc3o2)cn1	-23	-6	5	10	-4	-2	-5	x
Nc1nc(-c2ccco2)nn1C(=O)c1ccc([N+](=O)[O-])cc1	-22	8	-2	2	x	x	x	x
Cc1c(CN2CCC(n3nccc3NC(=O)C3CCOC3)CC2)[nH]c2ccccc12 (stereo not given)	-27	5	-2	9	0	2	5	1.1
CCOC(=O)C1CCCN(C(=O)C2CCN(C(=O)Nc3ccccc3)CC2)C1 (stereo not given)	-13	-2	-5	x	-9	9	1	2.1
Cc1noc(C)c1S(=O)(=O)Nc1ccc2c(c1)C(=O)N([C@H](C)CO)C[C@H](C)[C@H](CN(C)C(=O)Nc1cccc3ccccc13)O2	-3	-9[16.7 µM]	1	1	5	-5	4	-0.3
CC(C)CCNC(=O)c1cccc(S(=O)(=O)N2CCc3ccccc32)c1	x	22	x	-4	4	-1	0	x
Cc1nc(-c2ccc(Cl)cc2)sc1C1(C)CC(c2c(Cl)cccc2Cl)=NO1 (stereo not given)	-28	-5	-2	-16	-7	2	3	0.0
COc1ccc(C(=O)NCCN2CCOCC2)c(OC)c1OC	-13	0	-1	-7	-5	2	0	1.3
CCNc1nc(NCC)nc(OCCNS(=O)(=O)c2ccccc2)n1	-8	8	-1	1	5	5	0	1.4
CN1CCN(S(=O)(=O)c2cccc(C(=O)Oc3ccccc3Cl)c2)CC1	2	-5	3	x	5	3	1	1.1
CCCn1ncc(CN2CCC(Oc3ccc(C(=O)N4CCCC4)cc3)CC2)c1C	-3	1	-5	-3	-3	-6	-1	x
O=S(=O)(NCCc1cn2ccccc2n1)c1ccc(F)c(C(F)(F)F)c1	-25	x	1	x	-20	3	3	3.3
Cc1ccc(C(=O)OCc2nnc(-c3ccccc3)o2)o1	x	4	x	x	-8	-3	-1	x
CCCCN(CCCC)CCCNC(=O)c1ccc2nc(-c3ccccc3NC(C)=O)c(=O)[nH]c2c1	3	x	7	-2	7	6	1	x
N#Cc1ccccc1OCC(=O)OCC(=O)NC1CCCCCC1	-15	-4	0	-1	-8	-2	1	x
CCN(CC)Cc1c(O)ccc2c(-c3ccccc3)cc(=O)oc12	x	2	x	13	-26	-3	4	x
CC(C)NC(=O)Nc1ccc2c(c1)C(=O)N([C@H](C)CO)C[C@@H](C)[C@H](CN(C)Cc1ccc(C(=O)Nc3ccccc3N)cc1)O2	3	-4[16.7 µM]	2	3	-4	-1	71	u
Cc1ccc2[nH]c3c(=O)n(N)c(=O)[nH]c3c2c1	-7	-4	-3	4	-3	-4	0	0.8
CON(C)c1nc(NCC(C)C)nc(OCC#N)n1	x	-6	x	-1	-9	11	-2	x
CC(=O)N(C1=C(O)c2ccccc2C(=O)C1=O)C1CCCCC1	-5	-3	0	-4	-7	0	7	x
Cc1nn(CC(=O)N2CCOCC2)c(=O)c2nn(-c3ccccc3)c(C)c12	-9	2	0	0	-3	0	0	x
CCN(c1ccccc1)S(=O)(=O)c1ccc(OC)c(NC(=O)c2cccs2)c1	-9	9	-5	-27	4	-1	2	4.3
COC(=O)c1c(-c2ccccc2)c(-c2ccccc2)nn(C)c1=O	-7	1	-1	-6	-2	-3	1	0.1
Cc1ccc(C(=O)NCCNC(=O)c2ccco2)cc1C	-2	x	-2	x	4	-1	-7	-0.1
CCn1cc(C2=NOC(C(=O)O)C2)c(C)n1 (stereo not given)	x	-2	x	-20	-9	-3	-1	x
Cc1cccnc1NC(=O)c1ccc(Cl)c(S(=O)(=O)N2CCCCC2)c1	-4	4	0	x	-1	3	0	0.1
COc1cc(OC)cc(-c2nnc(SCC(=O)N(C(C)C)C(C)C)o2)c1	1	x	2	-5	-4	0	2	x
O=C(COc1cccc(C(F)(F)F)c1)NNC(=O)Cc1ccc(S(=O)(=O)N2CCOCC2)s1	-58	-3	2	-10	-7	-8	1	0.0
O=C(CN1C(=O)CCC1=O)Nc1ccc(Br)cc1	x	7	x	8	-4	2	0	x
COc1ccc(S(=O)NC2CCCCC2)c(OC)c1C (stereo not given)	x	-1	x	1	13	3	-1	x
CN(CCOc1ccccc1)C(=O)c1cc(COc2c(F)cccc2F)on1	-9	1	5	-6	-2	-6	1	-0.3
c1ccc2c(c1)CCCC2NC1=NCCC1 (stereo not given)	x	6	x	12	2	-2	0	x
CN(CC(O)COc1ccc2ccccc2c1)C1CCCCC1 (stereo not given)	7	-4	1	4	1	-3	1	0.3
C[C@@H]1CCCCO[C@@H](CN(C)Cc2ccncc2)[C@@H](C)CN([C@H](C)CO)C(=O)c2cc(NC(=O)Nc3ccc(C(F)(F)F)cc3)ccc2O1	-4	-1[16.7 µM]	-1	6	-6	-3	0	0.1
COc1ccc(C(=O)Nc2cc(C)on2)cc1OC	-11	1	0	-3	-3	-5	0	0.1
O=C(Nc1ccc(CN2CCOCC2)cc1)c1ccc(Cl)cc1Cl	-7	-9	4	-3	-4	5	1	x
CCc1nc(Nc2ccc(N3CCN(C(C)=O)CC3)cc2)c2oc3ccccc3c2n1	x	-11	x	-15	43	7	0	x
Cc1noc(COc2ccccc2OCC(O)CNC(C)(C)C)n1 (stereo not given)	x	-8	x	-6	2	-3	3	x
C[C@H]1CCCCO[C@@H](CN(C)C(=O)C2CCCCC2)[C@@H](C)CN([C@@H](C)CO)C(=O)c2cc(NC(=O)Nc3ccc(F)cc3)ccc2O1	17	-11[16.7 µM]	4	-8	6	-1	1	0.3

Copied from the listing, 3 compounds:
SMILES	RAD52 inh	miR-122 sensor	ERAP1 HTS inh	PGC1a acetyl inh	RAD54 branch	PglD DTNB	Cneo AK release	E-sel inducer
CCn1cc(C2=NOC(C(=O)O)C2)c(C)n1 (stereo not given)	x	-2	x	-20	-9	-3	-1	x
Cc1cccnc1NC(=O)c1ccc(Cl)c(S(=O)(=O)N2CCCCC2)c1	-4	4	0	x	-1	3	0	0.1
COc1cc(OC)cc(-c2nnc(SCC(=O)N(C(C)C)C(C)C)o2)c1	1	x	2	-5	-4	0	2	x

Other compounds.
SMILES	RAD52 inh	miR-122 sensor	ERAP1 HTS inh	PGC1a acetyl inh	RAD54 branch	PglD DTNB	Cneo AK release	E-sel inducer
O=c1c(Cc2ccc(Cl)cc2)c(O)ccn1Cc1ccccc1	x	1	x	-9	2	-5	0	x
CC(=O)OCC(=O)[C@@]1(O)CC[C@H]2[C@@H]3C[C@H](C)C4=CC(=O)C=C[C@]4(C)[C@H]3[C@@H](O)C[C@@]21C	-4	12	2	-16	-4	1	0	0.9
Cc1ccc(NC(=O)CSc2nnc(-c3ccncc3)s2)cc1	-12	1	-1	x	7	2	-1	x
CC(=O)c1c(C)[nH]c(C(=O)OC(C)C(=O)Nc2ccc(C)c(S(=O)(=O)N3CCOCC3)c2)c1C (stereo not given)	-49	6	-1	-9	-3	0	0	x
O=C(NC1CCN(Cc2nnnn2CCc2ccccc2)CC1)c1ccccc1F	x	-1	x	3	-11	0	-2	x
CN(Cc1nc2ccccc2n1C)C(=O)c1cccs1	x	-3	x	-7	2	0	7	x
c1ccc(COn2c(-c3ccccc3)nc3c2CCc2nonc2-3)cc1	x	28	x	-4	-5	-8	-2	x
CC12CN3CC(C)(CN(C1)C3c1ccc(Br)cc1)C2 (stereo not given)	x	39	x	x	-2	3	0	x
CC(=O)Oc1ccc(N2C(=O)C3C4C=CC(O4)C3C2=O)cc1 (stereo not given)	x	-1	x	-3	0	1	-5	x
CN1c2ccc(-c3ccccc3)cc2[C@@H]2[C@@H](CCN2C(=O)c2ccccc2F)[C@@H]1CO	8	3[16.7 µM]	-2	-4	5	1	2	0.3
CS(=O)(=O)N(CC(=O)NC1CCCCCC1)Cc1ccc(Cl)cc1	x	-8	x	-22	-1	-1	-1	x
COCCn1c(N)c(C(=O)NCc2cccs2)c2nc3ccccc3nc21	x	2	x	-25	-1	0	7	x
COc1ccc(S(=O)(=O)N2CCCCCC2)cc1NS(=O)(=O)c1cc(C(=O)O)cc(C)c1C	-10	-5	7	7	-9	2	5	1.5
CSc1ccc(/C=N/NC(=O)c2ccccc2Cl)cc1	-11	0	-2	3	1	2	0	-0.1
COC(=O)Cc1csc(NC(=O)c2ccc3ncsc3c2)n1	-34	x	4	x	-6	2	1	x
COCC(=O)N(C)C[C@H]1Oc2cc(-c3cccc(F)c3)ccc2S(=O)(=O)N([C@H](C)CO)C[C@H]1C	1	-16[16.7 µM]	0	0	2	-5	6	-0.2
C/C=C/c1ccc([C@H]2[C@@H](CO)N3C(=O)CN(C(=O)Nc4ccc(OC)cc4)C[C@@H]23)cc1	-8	x	3	8	x	x	x	0.6
Cc1nc(-c2cccc(-c3noc(C)n3)c2)no1	x	-16	x	-1	10	3	-2	x
O=C(NCC1CCCCC1)[C@H]1[C@H](CO)[C@H]2Cn3c(ccc(-c4ccccc4F)c3=O)[C@@H]1N2	-10	-5[16.7 µM]	2	-8	3	-9	-1	0.6
OC1CCCC1NCc1ccnc2cc(Cl)ccc12 (stereo not given)	-3	x	3	-55	5	1	-3	-0.2
C[C@@H]1CN([C@@H](C)CO)C(=O)c2ccccc2-c2ccccc2CO[C@H]1CN(C)S(=O)(=O)c1cccs1	1	x	-2	-1	0	-1	-2	-0.2
C[C@@H]1CN([C@H](C)CO)C(=O)c2cccc(NC(=O)Nc3cccc4ccccc34)c2O[C@@H]1CN(C)S(=O)(=O)c1ccccc1	-8	-11[16.7 µM]	2	4	4	-4	-2	0.5
Cc1ccc(S(=O)(=O)Nc2ccc3c(c2)C(=O)N([C@H](C)CO)C[C@H](C)[C@H](CN(C)CC2CCCCC2)OCCCC[C@@H](C)O3)cc1	55*	-2[16.7 µM]	0	15	-5	5	0	0.0
O=C(C[C@@H]1CC[C@H]2[C@@H](COC[C@H](O)CN2Cc2nccs2)O1)NCc1ccc(Oc2ccccc2)cc1	17	2[16.7 µM]	-1	-12	-3	0	4	0.3
COc1cc([N+](=O)[O-])cc([N+](=O)[O-])c1NC(=O)N1CCOCC1	-21	-1	0	4	x	x	x	x
CSC(=O)CC(=O)NC(=O)c1ccccc1	x	-4	x	2	-15	7	3	x
NS(=O)(=O)c1ccc(N2CCN(S(=O)(=O)Cc3ccccc3)CC2)nc1	-3	x	-2	-1	3	-1	-2	-0.2

High-throughput results (PubChem)
